Screens from PubChem BioAssay.
PKA-R1A activ: PKA-R1A complex activation. P00514+P68181. PKA-R1A dissociation, Cy5-IP20 fluorescence polarization; scaled: DMSO 0%, 113 µM cGMP 100%. activation, % at 11.4 µM. actives 0.083% (n = 340,000). AID 504707;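 active = percent activation above the mean of all tested compounds plus 3 SD, cut at about 19% in these data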;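 also: higher means more PKAc released from R1A so a rise in polarization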
Ecoli viability: reduces bacterial viability in AddAB counter-screen. E. coli V3065 growth, OD600 absorbance, 18 h. inhibition, % at 11.9 µM. actives 0.27% (n = 330,000). AID 449728;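 active = inhibition above the campaign's mean inhibition across all tested compounds plus 3 SD, cut at about 9.9% in these data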;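 also: uninfected addAB+ strain grown without phage in ampicillin broth; 0% = DMSO wells and 100% = ciprofloxacin 0.95 µg/ml wells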
MOR-DOR inv ag: mu-delta opioid heterodimer inverse agonism; actives 0.21% (n = 340,000); P35372+P41143; cell-based MOR-DOR heterodimer luminescence; inhibition, % at 9.3 µM; in the data active = inhibition above about 22%, passing the limit was not always enough;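 also: 0% = cells with DMSO and 100% = wells without cells with DMSO; values of inactives mirror those of a sister screen read the other way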
phage Ecoli inh: E. coli growth loss with phage present; growth absorbance; inhibition, % at 11.9 µM; actives 0.26% (n = 360,000); AID 651602; in the data active = inhibition above about 11%
OPRM1-OPRD1 ag: OPRM1-OPRD1 heterodimerization agonism. P35372+P41143. cells, luminescence. activation, % at 9.3 µM. actives 0.3% (n = 340,000); in the data active = activation above about 18%;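 also: 0% = vehicle-treated cells and 100% = reference agonist; values of inactives mirror those of a sister screen read the other way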
Tat export inh: blocks Tat-dependent protein export in E. coli. E. coli MC4100 TorA-mCherry Tat export, fluorescence. inhibition, % at 10 µM. actives 0.036% (n = 340,000). AID 488895;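 active = mean replicate inhibition at least 50% and at least half of replicates individually reaching 50%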;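 also: exported cargo escapes ClpAP degradation while cytoplasmic cargo is degraded and loses fluorescence; 0% = median of neutral control wells and 100% = median of NaSCN control wells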
AddAB inh: less growth of phage-infected E. coli with AddAB. E. coli expressing H. pylori AddAB, absorbance growth. actives 0.29% (n = 330,000). inhibition, % at 11.9 µM. AID 435030; in the data active = inhibition above about 12%;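 also: 0% = vehicle wells of infected cells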
PfHsp90 set2: growth inhibition of yeast expressing Plasmodium Hsp90. S. cerevisiae expressing PfHsp90, BacTiter-Glo ATP, 48 h; yeast lacking PDR1 and PDR3 efflux regulators. inhibition, % at 9.4 µM. actives 0.32% (n = 310,000). AID 504621;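 active = every replicate shows inhibition above about 80%, whatever the replicate mean, limit read from the data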;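 also: 0% = DMSO neutral controls and 100% = 20 µM radicicol positive controls; yeast relying on Plasmodium falciparum Hsp90 in place of its own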
Arr AP2 block: blocks beta-arrestin peptide binding to AP2 adaptin; AID 504490; actives 0.31% (n = 340,000); inhibition, % at 10 µM; FITC-arrestin peptide / GST-AP2 beads, flow cytometry; AP2 beta2 appendage carries R879A mutation;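 active = inhibition above a set limit, near 3 SD of compounds lacking own fluorescence, cut at about 54% in these data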;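 also: plate controls were DMSO wells for no effect and 5 µM unlabelled arrestin peptide for full effect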
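Material – GST-tagged AP2 beta2-adaptin appendage (R879A) on 4 µm glutathione beads · Probe or stimulus – fluorescein-tagged arrestin peptide at 50 nM final · Timing – 12 min plus 1 h, RT · Detection – bead flow cytometry, FITC channel · Read-out basis – inhibition as reduced fluorescein signal on beads, percent · Medium – PBS plus Tween 20 (0.05%) and BSA (0.1%)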
Pemphigus Ab inh: inhibitors of pemphigus antibody binding to human desmoglein-3 | P32926 | DSG3-coupled beads, scFv-anti-DSG3-GFP binding, flow cytometry; hits give low values | binding (percent of control), % at 10 µM | actives 0.48% (n = 310,000);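 active = binding more than 3 SD below its plate's average and above zero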;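 also: hits lower antibody fragment binding to DSG3; some compounds called inactive have numbers as strong as hits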
Target sequence (P32926 whole entry, looked up, the tested form may be a part): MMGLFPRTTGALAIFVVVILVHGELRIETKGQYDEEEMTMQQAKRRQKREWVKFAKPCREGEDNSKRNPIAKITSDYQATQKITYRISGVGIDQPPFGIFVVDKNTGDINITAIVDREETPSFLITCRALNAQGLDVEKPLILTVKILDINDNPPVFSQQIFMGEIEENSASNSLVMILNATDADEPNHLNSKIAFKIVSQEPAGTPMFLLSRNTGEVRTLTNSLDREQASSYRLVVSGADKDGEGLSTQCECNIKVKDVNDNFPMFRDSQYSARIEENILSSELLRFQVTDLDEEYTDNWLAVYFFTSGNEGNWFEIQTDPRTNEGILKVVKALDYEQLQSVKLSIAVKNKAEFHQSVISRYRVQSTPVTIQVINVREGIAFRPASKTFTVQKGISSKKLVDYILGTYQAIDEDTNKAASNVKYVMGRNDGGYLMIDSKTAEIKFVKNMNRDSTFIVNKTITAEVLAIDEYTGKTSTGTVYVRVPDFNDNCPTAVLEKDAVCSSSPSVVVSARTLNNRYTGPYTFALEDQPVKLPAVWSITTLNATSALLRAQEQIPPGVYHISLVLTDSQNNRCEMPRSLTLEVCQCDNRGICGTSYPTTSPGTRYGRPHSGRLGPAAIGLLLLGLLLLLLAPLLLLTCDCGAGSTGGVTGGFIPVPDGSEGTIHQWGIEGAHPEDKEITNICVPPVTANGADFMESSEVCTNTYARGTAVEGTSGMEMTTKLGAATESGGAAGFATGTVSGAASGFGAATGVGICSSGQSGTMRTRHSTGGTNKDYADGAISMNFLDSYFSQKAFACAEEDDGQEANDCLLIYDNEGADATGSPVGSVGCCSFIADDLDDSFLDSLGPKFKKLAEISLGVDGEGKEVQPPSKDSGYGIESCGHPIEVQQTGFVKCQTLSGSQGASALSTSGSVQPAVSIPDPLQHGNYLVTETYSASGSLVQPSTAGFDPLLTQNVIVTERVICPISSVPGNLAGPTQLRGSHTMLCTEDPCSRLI
Mot1-301 SUMO: blocks SUMOylation pathway, rescuing yeast Mot1-301 growth; S. cerevisiae Mot1-301 growth rescue, ATP luminescence, 38.5C; percent above DMSO median, 100 means doubled; growth rescue, % at 18.8 µM; actives 1% (n = 320,000);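 active = every valid replicate shows activation above 250% relative to neutral control wells; inactive = the rest, any valid replicate at or below 250%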;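 also: OY570 slx delta 5 strain wells were the positive control but not used for scaling; some compounds called inactive have numbers as strong as hits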
An asterisk follows results filed as active; · = no result given.

The first 11 compounds as a preview:
SMILES	PKA-R1A activ	Ecoli viability	MOR-DOR inv ag	phage Ecoli inh	OPRM1-OPRD1 ag	Tat export inh	AddAB inh	PfHsp90 set2	Arr AP2 block	Pemphigus Ab inh	Mot1-301 SUMO
CCCc1nnc(N2C(=O)c3cccc4cccc(c34)C2=O)s1	-13	0.1	12	4.2	-2.4	-12	2.5	-31	23	91	-5
Cc1ccc(S(=O)(=O)N2CCC3CC2c2cc(Cl)ccc23)cc1 (stereo unspecified)	-10	·	3	2.1	-0.7	-2	·	4	-8	95	·
Cc1cc(NS(=O)(=O)c2ccc(NC(=O)c3ccc(F)cc3)cc2)nc(C)n1	-11	-0.8	14	3.8	-3.6	-6	1.3	9	31	103	3
Cc1csc(SCC(=O)Nc2sc3c(c2C#N)CCC3)n1	-19	-0.7	-3	4.3	0.5	-5	0.8	-14	-6	98	·
O=C(CN(Cc1ccc(Br)cc1)S(=O)(=O)c1ccccc1)NCc1ccncc1	2	-1.8	-5	0.0	0.9	-7	0.1	-12	6	·	396
Cc1cc2nc(NCCCO)n(CC(=O)c3cc(C(C)(C)C)c(O)c(C(C)(C)C)c3)c2cc1C	-7	-2.0	-44	2.5	8.2	4	-0.2	0	27	102	-25
CC(Sc1nnc(Cc2cccs2)n1C1CCCCC1)C(N)=O (stereo unspecified)	2	-0.8	21	3.4	-4.2	3	0.9	·	36	101	-11
CCOc1cc(S(=O)(=O)NCc2ccccc2)ccc1F	1	0.6	-4	1.3	0.9	7	0.3	2	4	88	12
CC1(C)CC(=O)N(c2ccccc2)C1(C)O (stereo unspecified)	3	-1.1	14	-0.2	-2.8	7	3.4	1	24	98	-8
C=CCn1c(SCC(=O)C(C)(C)C)nnc1-c1cccs1	-1	0.6	14	2.4	-3.0	-2	5.3	·	3	104	-6
COC(=O)[C@@H]1C[C@@H]2CC[C@@H](O)C[C@@H]2N1Cc1ccc(OC)cc1	2	-0.3	-4	2.0	0.7	-4	1.4	-4	9	108	8

The listing (from the top)
SMILES	PKA-R1A activ	Ecoli viability	MOR-DOR inv ag	phage Ecoli inh	OPRM1-OPRD1 ag	Tat export inh	AddAB inh	PfHsp90 set2	Arr AP2 block	Pemphigus Ab inh	Mot1-301 SUMO
CCCc1nnc(N2C(=O)c3cccc4cccc(c34)C2=O)s1	-13	0.1	12	4.2	-2.4	-12	2.5	-31	23	91	-5
Cc1ccc(S(=O)(=O)N2CCC3CC2c2cc(Cl)ccc23)cc1 (stereo unspecified)	-10	·	3	2.1	-0.7	-2	·	4	-8	95	·
Cc1cc(NS(=O)(=O)c2ccc(NC(=O)c3ccc(F)cc3)cc2)nc(C)n1	-11	-0.8	14	3.8	-3.6	-6	1.3	9	31	103	3
Cc1csc(SCC(=O)Nc2sc3c(c2C#N)CCC3)n1	-19	-0.7	-3	4.3	0.5	-5	0.8	-14	-6	98	·
O=C(CN(Cc1ccc(Br)cc1)S(=O)(=O)c1ccccc1)NCc1ccncc1	2	-1.8	-5	0.0	0.9	-7	0.1	-12	6	·	396
Cc1cc2nc(NCCCO)n(CC(=O)c3cc(C(C)(C)C)c(O)c(C(C)(C)C)c3)c2cc1C	-7	-2.0	-44	2.5	8.2	4	-0.2	0	27	102	-25
CC(Sc1nnc(Cc2cccs2)n1C1CCCCC1)C(N)=O (stereo unspecified)	2	-0.8	21	3.4	-4.2	3	0.9	·	36	101	-11
CCOc1cc(S(=O)(=O)NCc2ccccc2)ccc1F	1	0.6	-4	1.3	0.9	7	0.3	2	4	88	12
CC1(C)CC(=O)N(c2ccccc2)C1(C)O (stereo unspecified)	3	-1.1	14	-0.2	-2.8	7	3.4	1	24	98	-8
C=CCn1c(SCC(=O)C(C)(C)C)nnc1-c1cccs1	-1	0.6	14	2.4	-3.0	-2	5.3	·	3	104	-6
COC(=O)[C@@H]1C[C@@H]2CC[C@@H](O)C[C@@H]2N1Cc1ccc(OC)cc1	2	-0.3	-4	2.0	0.7	-4	1.4	-4	9	108	8
COc1ccc(CCNC(=O)COC(=O)c2cnccn2)cc1	7	1.3	-4	2.6	0.7	0	0.0	-1	4	106	·
COc1ccc(C2OC(=O)C(C)(C)C(=O)C2(C)C)cc1OC (stereo unspecified)	1	-1.5	12	4.6	-2.2	-6	2.0	-1	3	109	3
COc1ccc2c(c1)C(C)CC(C)(C)N2C(=O)CSc1nc2ccccc2s1 (stereo unspecified)	-5	2.2	-25	-1.7	4.2	6	1.0	2	-2	·	0
Cc1ccc(-n2c(SCC(=O)NCc3ccco3)nnc2-c2cccnc2)c(C)c1	2	3.4	1	3.1	-0.2	-8	1.3	19	2	97	-4
O=C(CSc1ncnc2sc3c(c12)CCCC3)c1ccccc1	-11	-1.1	10	1.7	-2.0	-8	4.8	-10	-7	101	84
CN(CCC1CCOCC1)C(=O)C1CCC(=O)N(CCc2ccccc2)C1 (stereo unspecified)	-5	-2.2	13	1.9	-2.5	23	0.6	-4	-13	76	7
O=C(COc1c(Br)cc(Br)cc1Br)N/N=C/c1ccco1	-5	·	-66	·	12	-1	·	-33	1	·	58
COc1cc(C)ccc1OCC(=O)NC1CCCCCC1	-6	-1.1	4	0.9	-0.7	-1	2.0	-13	-1	101	-3
Cn1c(=O)n(C)c2cc(/C=N/n3cnnc3)ccc21	-1	-3.2	13	2.3	-2.6	-6	1.0	·	-6	·	7
CCc1nnc(NC(=O)C23CC4CC(CC(C4)C2)C3)s1	-1	0.3	-26	1.8	5.6	-1	-0.8	0	16	108	236
COc1ccccc1-c1ccc(SCC(=O)NC2CCCC2)nn1	0	-0.2	8	2.1	-1.2	15	2.5	·	19	100	6
CCCCC(=O)Nc1cccc(-c2cn3ccsc3n2)c1	-12	4.3	2	3.2	-0.3	3	4.7	-8	-1	112	-10
Cn1cccc1/C=C1\SC(=O)N(CC(=O)Nc2ccc(Cl)cc2)C1=O	-7	-1.9	-13	4.5	2.3	2	0.7	-21	-6	103	4
COc1ccc(OC)c(NC(=O)CSc2nc3cccnc3n2C)c1	-6	1.8	7	-0.5	-1.1	-3	-0.3	5	-3	·	·

New compounds follow
SMILES	PKA-R1A activ	Ecoli viability	MOR-DOR inv ag	phage Ecoli inh	OPRM1-OPRD1 ag	Tat export inh	AddAB inh	PfHsp90 set2	Arr AP2 block	Pemphigus Ab inh	Mot1-301 SUMO
CCOc1cc(C2Nc3cccc4cccc(c34)N2)ccc1O	4	-1.5	-12	·	2.0	2	4.5	-6	33	·	-15
COc1ccc2c(c1OC)C(=O)N1C2SC[C@H]1C(=O)NC1CCCC1 (stereo partly specified)	0	-1.4	10	-0.7	-1.8	-3	0.2	-14	7	·	2
COc1ccccc1C(=O)NC(=S)N1CCc2ccccc21	1	0.2	16	4.8	-3.0	-4	1.4	-16	-6	102	192
CC(c1ccccc1)C1C(C#N)=C(N)OC2=C1C(=O)CC(C)(C)C2 (stereo unspecified)	-2	0.5	-1	1.1	0.1	-6	1.4	-4	-5	102	66
CN(Cc1ccccc1)c1nc(CN2CCOCC2)nc2scc(-c3ccccc3)c12	-4	-5.0	7	-1.8	-1.6	2	-0.5	2	46	101	-7
CC(C)(C)CN1CCC(Oc2cccc(C(=O)NCCCOc3cccnc3)c2)CC1	-9	-0.9	-6	0.0	1.2	-1	0.6	-9	-11	115	-2
Cc1cccc(N2CCN(C(=O)CS(=O)(=O)Cc3nc(-c4ccccc4F)oc3C)CC2C)c1 (stereo unspecified)	-4	-0.9	-16	1.4	2.9	9	2.4	6	14	109	-5
CCN1C(=O)C(=O)N(CC(=O)Nc2cccc(C(F)(F)F)c2)C1=O	-10	-0.5	-10	3.8	2.1	5	0.9	·	19	105	4
CCN(CC(=O)Nc1ccc(NC(C)=O)cc1)C(=O)Cc1ccccc1F	1	1.7	5	0.4	-0.8	6	3.9	-10	-4	116	-3
O=C(Nc1cc(C(F)(F)F)ccc1F)C1CCCCC1	5	1.9	-46	·	8.5	0	1.7	9	3	107	3
CN=C(NC(=O)Nc1c(C)cccc1C)NC(=O)Nc1c(C)cccc1C	-9	0.9	9	2.5	-1.3	0	-0.2	14	5	92	·
Clc1ccc(-n2nnc(-c3nccs3)n2)cc1Cl	3	2.9	5	0.8	-1.0	2	0.7	-4	-1	105	330*
CCCCn1nc2cc(C(=O)NCc3ccc(C(F)(F)F)cc3C(F)(F)F)ccc2c1OCC	-8	1.3	-10	1.7	1.7	1	2.1	11	2	103	7
Cc1c2ccccc2nc2c(F)c(NC(C)C)c(F)c(F)c12	-15	0.3	-27	0.9	4.5	7	2.3	-7	16	111	198
Cc1nc(CC(=O)N2CCN(S(=O)(=O)c3ccccc3C#N)CC2)cs1	1	0.3	13	0.6	-2.1	-1	2.9	10	32	97	-16
Cc1ccc(OCCC(=O)OC(C)C(=O)NC2CC2)cc1 (stereo unspecified)	-1	0.8	7	3.7	-1.0	6	0.2	15	12	96	12
Cc1ccc(N(Cc2ccc([N+](=O)[O-])cc2)C(=O)c2ccco2)cc1	-12	-0.6	11	-0.9	-2.0	1	-0.6	·	27	109	-14
CSCC(=O)Nc1nc(-c2ccc3c(c2)OCCO3)cs1	-2	1.0	-10	3.7	1.9	-6	0.6	5	-9	98	-7
O=S(=O)(Nc1cccc2c1ccc1cccn12)c1cccs1	18	-1.9	10	3.0	-1.7	-4	0.5	-29	5	99	6
CCOc1ccc(C(C)C)cc1S(=O)(=O)N1CCN(C(=O)c2ccco2)CC1	-4	-2.9	1	2.4	-0.2	-5	1.2	16	0	119	10
CCCCN(Cc1cc2ccccc2[nH]c1=O)S(=O)(=O)c1ccc(C)cc1	-5	1.2	-55	2.7	11	-1	5.1	-30	12	104	-17

Rows are unselected; 2.8% or so of the library scored in one or more.
